GAA inh: inhibitors of human lysosomal alpha-glucosidase; 200,000 tested, 0.005% active; purified human GAA, 4-MU-alpha-glucoside fluorescence; Potency, µM (titrated, usually from 76.9 µM), for the others: at the highest dose activity change, negative = inhibition, most hits filed as inhibitors;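 further: plate controls were uninhibited enzyme wells for no effect and no-enzyme background for full effect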
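Human alpha-glucosidase, 4 nM, pre-mixed with test compounds before 400 uM 4-methylumbelliferyl substrate; 20 min room temperature at pH 5.0. Fluorescence read after pH 10 stop; AC50 values from Hill-equation fits.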
HTT aggregate: inhibitors of mutant huntingtin aggregate formation in PC12 cells; PC12 HttQ103-GFP aggregates, Acumen cytometry, 40 h; Potency, µM (doses to about 46.1 µM), for inactives: at the top dose activity change, negative = inhibition, usual class: inhibitors; 220,000 tested, 1.1% active; AID 1688; further: on the % scale 0 is the no-effect control and ±100 the full control effect; nearly all actives have a fitted effect of over 60% in size
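Steps: seed 1500 PC12 HTTQ103-GFP cells/well; add tebufenozide, 100 nM final; add compound titration; add ATPLite reagent; quantify GFP aggregates by laser scanning cytometry.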
GAA spleen mod: inhibits or activates alpha-glucosidase in human spleen homogenate; P10253; human spleen homogenate, 4-MU-alpha-glucoside fluorescence; Potency, µM (doses to about 79.9 µM), for inactives: top-dose activity change, negative = inhibition, usual class: inhibitors; 240,000 tested, 0.006% active;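 further: 0% = enzyme with vehicle and -100% = no enzyme basal signal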
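Human spleen homogenate (1 ug) with 4-methylumbelliferyl-alpha-D-glucopyranoside (1 mM final) in 50 mM citrate/phosphate pH 5.0, 0.01% Tween-20; 40 min at 37 C. Stopped at pH 10; 4-MU fluorescence Ex 365/Em 440 nm; AC50 by Hill fit.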
IMPase Li cell: IMPase inhibition in cells with lithium potentiation; CHO-M1 cells, IP1 TR-FRET (IP-One), carbachol + lithium; 210,000 tested, 0.35% active; Potency, µM (series often up to 59.4 µM), for inactives: at the top dose activity, negative = IMPase inhibition, usual class: inhibitors;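 further: IP1 builds up when IMPase is blocked and the TR-FRET signal falls; plate controls were basal vehicle for no effect and high inhibitor control for full effect; nearly all actives have a fitted effect of over 50% in size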
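CHO cells stably expressing M1 receptor (2000/well) were cultured 16–30 h, then exposed to compounds with a small lithium addition for 30 min at 37C. IP1 was measured by TR-FRET competition; AC50 from Hill fits.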
GAA glycogen mod: GAA glycogen-cleavage inhibition or activation | P10253 | 300,000 tested, 0.38% active | Potency, µM (top dose mostly 76.4 µM), for the others: at the top dose activity change, negative = inhibition, most hits filed as inhibitors | recombinant GAA, glycogen substrate, Amplex Red glucose oxidase fluorescence | AID 2100;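 further: 0% = full enzyme reaction and -100% = no-enzyme basal signal; the screen sought inhibitors and activators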
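Recombinant enzyme (4 nM final) with compounds titrated up to 77 uM and bovine liver glycogen (30 ug) in citrate pH 5.0, 0.01% Tween-20, 37 C 40 min. Released glucose detected by Amplex Red/glucose oxidase (Ex 573/Em 610); AC50 from Hill fits.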
HTT cytoprotect: cytoprotection in Huntington HTT-Q103 PC12 cell model | PC12 HTT-Q103 induced, cytoprotection, ATP luminescence, 40 h | Potency, µM (titrated, usually from 56.4 µM), for the others: cytoprotection (ATP increase), most hits filed as activators | 230,000 tested, 0.14% active;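 further: % of control where 0% means no effect; nearly all actives have a fitted effect of over 45% in size; toxic huntingtin expression switched on by the ecdysone agonist tebufenozide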
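Compounds were screened for protection of PC12 cells against cell death after tebufenozide induction (100 nM final) of mutant Huntingtin exon 1 (Q103) fused to GFP.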
RGS12 GoLoco inh: inhibitors of human Gai1-RGS12 GoLoco interaction (red fluorophore); P63096; Gai1:RGS12 GoLoco peptide FP, rhodamine, 10 min; Potency, µM (highest dose often 61.6 µM), for inactives: top-dose activity, negative = inhibition, actives largely listed as inhibitors; 230,000 tested, 0.44% active; AID 880; active means well fitted inhibition curve with a large enough effect, not every such curve was filed as active; inactive means no such curve, though single readings can be large or run the other way; further: on the % scale 0 is the no-effect control and ±100 the full control effect; nearly all actives have a fitted effect of over 30% in size; many of its hits are not listed in these tables
Target sequence (P63096 whole entry, looked up): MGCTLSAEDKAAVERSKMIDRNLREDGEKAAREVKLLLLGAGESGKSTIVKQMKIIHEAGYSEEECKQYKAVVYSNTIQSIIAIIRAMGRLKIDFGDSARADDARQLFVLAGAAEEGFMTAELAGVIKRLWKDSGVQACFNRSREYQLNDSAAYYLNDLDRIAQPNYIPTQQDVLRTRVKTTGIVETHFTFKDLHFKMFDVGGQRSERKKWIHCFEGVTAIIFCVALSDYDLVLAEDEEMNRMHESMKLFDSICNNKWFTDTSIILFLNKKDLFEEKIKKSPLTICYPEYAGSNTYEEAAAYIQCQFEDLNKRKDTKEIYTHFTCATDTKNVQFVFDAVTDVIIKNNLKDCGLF
* marks the source's active call; other numbers are inactive results; u = inconclusive; x = not tested or not shown; [ ] = dose if it differs, or a comment. Unless noted, the call rests on the fitted dose curve; in most records, active means well fitted curve in the direction sought with a large enough effect; inconclusive means small, poorly fitted or top-dose-only effect, or another doubt; inactive means no such curve, though single readings can be large; an effect the other way counts as inactive or inconclusive. Potency means the concentration at half of the fitted maximal effect.

Each structure is followed by: GAA inh	HTT aggregate	GAA spleen mod	IMPase Li cell	GAA glycogen mod	HTT cytoprotect	RGS12 GoLoco inh
1) Cn1cc(CN2CCCC(C(=O)c3ccc(-c4ccccc4)cc3)C2)cn1 (configuration not stated)
→ -10.4%	1.1%[9.22 µM]	-0.5%	22.5%	-2.2%	16.6%[10 µM]	8.8%
2) C=CCn1c(=O)n(CCC#N)c(=O)n(CCC#N)c1=O
→ -1.4%	7.0%	-5.6%	-9.3%[38.3 µM]	5.7%	-13.7%	3.2%
3) CCCCCC(=O)Nc1ccc(N2CCN(C(=O)c3ccccc3)CC2)cc1
→ -3.8%	-28.7%	-5.0%	26.4%[38.3 µM]	0.6%	2.1%	1.6%
4) O=C1/C(=C/Nc2ccc3c(c2)OCO3)CCc2ccccc21
→ -16.8%	u	13.3%	54.6%[activator][38.3 µM]	u	-51.7%[inhibitor]	19.4%
5) Cn1c(SCc2ccon2)nc2ccccc2c1=O
→ -0.8%	-18.6%	-17.6%	17.9%[38.3 µM]	-0.8%	5.1%	7.7%
6) CCOC(=O)Cn1c(N2CCOCC2)nc2c1c(=O)[nH]c(=O)n2C
→ u	-13.0%	-0.7%	-1.2%[38.3 µM]	7.0%	-10.5%[10 µM]	0.1%
7) CCCCNC(=O)c1onc(CSc2ccc(C)c(C)c2)c1C(=O)O
→ -6.4%	8.5%	-9.6%	-17.2%[38.3 µM]	-13.7%	-21.0%	9.2%
8) Cc1nnc(SCc2cnc(-c3ccc(C(C)C)cc3)s2)n1C
→ -4.3%	4.3%	-0.4%	-6.2%[38.3 µM]	-2.5%	-128.6%[inhibitor]	5.3%
9) O=C(NCCCN1CCOCC1)C1COc2ccccc2O1 (configuration not stated)
→ u	8.6%	-14.8%	-23.5%[38.3 µM]	5.0%	31.6%	5.0%
10) CCC(CC)c1nnc(NC(=O)CCNC(=O)c2ccccc2Cl)s1
→ 1.3%	-11.4%	0.9%	-3.0%	6.6%	5.5%[10 µM]	2.6%
11) COc1cc(/C=C(\C#N)c2ccccn2)cc(OC)c1O
→ x	6.5%[9.22 µM]	-9.1%	x	-14.9%	-20.3%[10 µM]	19.7%
12) COC(=O)C1=CN(Cc2cccs2)C=C(C(=O)OC)C1c1cccc(OC)c1OC
→ u	-2.5%	-1.6%	-8.4%[38.3 µM]	-4.2%	-10.5%	-7.2%
13) COc1ccc(-c2nnc3ccc(SCC(=O)Nc4cc(C)on4)nn23)cc1
→ -0.1%	8.3%	1.1%	-4.1%	10.6%	u	14.4%
14) Cc1ccc2c(c1)C1CN(C)CCC1N2C(=S)Nc1ccc(OC(F)F)cc1 (configuration not stated)
→ 0.2%	18.9%	0.3%	-2.7%	-3.0%	-12.4%	-2.3%
15) Cc1nc2ccccc2c2oc(C(=O)N3CCc4ccccc4C3)cc12
→ 2.7%	u	5.5%	16.6%[38.3 µM]	12.6%	-36.6%	6.7%

Each structure is followed by: GAA inh	HTT aggregate	GAA spleen mod	IMPase Li cell	GAA glycogen mod	HTT cytoprotect	RGS12 GoLoco inh
16) O=c1c(Cc2ccccc2)c(O)c2cccc3c4c(n1c23)CCCC4
→ x	5.9%[9.22 µM]	-0.7%	x	-1.3%	-9.0%[10 µM]	-7.8%
17) O=C(COc1ccc(S(=O)(=O)N2CCCC2)cc1)NCc1ccco1
→ 2.9%	-6.0%	3.5%	16.2%[38.3 µM]	7.2%	-4.1%[10 µM]	6.1%
18) CCN(C(=O)CSc1nc2ccc([N+](=O)[O-])cc2s1)C1CCS(=O)(=O)C1 (configuration not stated)
→ 10.0%	10.2%	-2.7%	8.1%	4.5%	9.3%	-3.0%
19) COc1ccccc1CN=Cc1[nH]c2ccc(Br)c(Cl)c2c1O
→ u	u	10.0%	7.08µM*	-25.3%	-16.7%	78.6%[activator]
20) CN(c1ccccc1)c1nc(N)c([N+](=O)[O-])c(NCc2ccco2)n1
→ u	35.5%	1.4%	15.6%	11.8%	2.5%[10 µM]	6.0%
21) Cn1cc2ccc([N+](=O)[O-])cc2n1
→ x	-9.1%[9.22 µM]	1.4%	x	0.2%	4.7%[10 µM]	4.0%
22) Cc1ccc(C2CC(=O)C=C(NCc3ccccc3)C2)cc1 (configuration not stated)
→ x	11.3%[9.22 µM]	4.0%	x	2.5%	14.1%[10 µM]	5.0%
23) CC(C)=CC(=O)OCC(=O)Nc1cc(C)cc(C)c1
→ 5.2%	35.8%	1.0%	-0.6%	0.9%	0.9%	-12.1%
24) CS(=O)(=O)N(CC(=O)NC1CCCC1)Cc1ccc(Cl)cc1
→ -4.7%	-1.6%	-3.0%	-14.4%[38.3 µM]	10.7%	-7.4%	-13.9%
25) Cc1ccc(CNC(=O)C(=O)NCC2OCCN2S(=O)(=O)c2ccc3c(c2)OCCO3)cc1 (configuration not stated)
→ 0.8%	-17.2%	4.3%	0.5%	1.9%	x	1.8%
26) CC1(C)CC(=O)C(C(c2ccncc2)C2C(=O)CC(C)(C)CC2=O)C(=O)C1
→ -1.0%	15.6%	-7.0%	-4.6%[38.3 µM]	4.4%	-11.2%	-2.7%
27) Cc1cc2c(NC(=O)Nc3ccc(C(F)(F)F)cc3)cccc2nn1
→ x	-6.4%[9.22 µM]	0.7%	x	2.3%	19.8%[10 µM]	7.9%

A second format for some results above.
15) Cc1nc2ccccc2c2oc(C(=O)N3CCc4ccccc4C3)cc12
16) O=c1c(Cc2ccccc2)c(O)c2cccc3c4c(n1c23)CCCC4
17) O=C(COc1ccc(S(=O)(=O)N2CCCC2)cc1)NCc1ccco1
18) CCN(C(=O)CSc1nc2ccc([N+](=O)[O-])cc2s1)C1CCS(=O)(=O)C1 (configuration not stated)
19) COc1ccccc1CN=Cc1[nH]c2ccc(Br)c(Cl)c2c1O
20) CN(c1ccccc1)c1nc(N)c([N+](=O)[O-])c(NCc2ccco2)n1
21) Cn1cc2ccc([N+](=O)[O-])cc2n1
22) Cc1ccc(C2CC(=O)C=C(NCc3ccccc3)C2)cc1 (configuration not stated)
23) CC(C)=CC(=O)OCC(=O)Nc1cc(C)cc(C)c1
24) CS(=O)(=O)N(CC(=O)NC1CCCC1)Cc1ccc(Cl)cc1

screen / no. | 15 | 16 | 17 | 18 | 19 | 20 | 21 | 22 | 23 | 24
GAA inh | 2.7% | x | 2.9% | 10.0% | u | u | x | x | 5.2% | -4.7%
HTT aggregate | u | 5.9%[9.22 µM] | -6.0% | 10.2% | u | 35.5% | -9.1%[9.22 µM] | 11.3%[9.22 µM] | 35.8% | -1.6%
GAA spleen mod | 5.5% | -0.7% | 3.5% | -2.7% | 10.0% | 1.4% | 1.4% | 4.0% | 1.0% | -3.0%
IMPase Li cell | 16.6%[38.3 µM] | x | 16.2%[38.3 µM] | 8.1% | 7.08µM* | 15.6% | x | x | -0.6% | -14.4%[38.3 µM]
GAA glycogen mod | 12.6% | -1.3% | 7.2% | 4.5% | -25.3% | 11.8% | 0.2% | 2.5% | 0.9% | 10.7%
HTT cytoprotect | -36.6% | -9.0%[10 µM] | -4.1%[10 µM] | 9.3% | -16.7% | 2.5%[10 µM] | 4.7%[10 µM] | 14.1%[10 µM] | 0.9% | -7.4%
RGS12 GoLoco inh | 6.7% | -7.8% | 6.1% | -3.0% | 78.6%[activator] | 6.0% | 4.0% | 5.0% | -12.1% | -13.9%

25) Cc1ccc(CNC(=O)C(=O)NCC2OCCN2S(=O)(=O)c2ccc3c(c2)OCCO3)cc1 (configuration not stated)
26) CC1(C)CC(=O)C(C(c2ccncc2)C2C(=O)CC(C)(C)CC2=O)C(=O)C1
27) Cc1cc2c(NC(=O)Nc3ccc(C(F)(F)F)cc3)cccc2nn1

screen / no. | 25 | 26 | 27
GAA inh | 0.8% | -1.0% | x
HTT aggregate | -17.2% | 15.6% | -6.4%[9.22 µM]
GAA spleen mod | 4.3% | -7.0% | 0.7%
IMPase Li cell | 0.5% | -4.6%[38.3 µM] | x
GAA glycogen mod | 1.9% | 4.4% | 2.3%
HTT cytoprotect | x | -11.2% | 19.8%[10 µM]
RGS12 GoLoco inh | 1.8% | -2.7% | 7.9%

Screens (PubChem BioAssay)

An excerpt; rates above refer to the full screens.
